hcDAF-12 act: activates DAF-12 receptor from parasite H. contortus; AID 652067; HEK293 hcDAF-12 lit1-tk-luc reporter, luminescence; 0% DMSO, 100% Δ7-dafachronic acid; 370,000 compounds, 1.4% hits; activation, % at 6.8 µM;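 active means activation above the mean of all tested compounds plus 3 SD, cut at about 5.5% in these data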;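 further: 100% = response to 3 µM Δ7-dafachronic acid high control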
MBD2 inh: blocks human MBD2 binding to methylated DNA. 370,000 compounds, 0.31% hits. inhibition, % at 4.4 µM. TR-FRET, MBD2 binding to methylated oligonucleotide; in the data active means inhibition above about 13%
hgDAF-12 ag: hgDAF-12 agonism, primary luciferase screen. activation, % at 6.8 µM. HEK293 GAL4-hgDAF12 UAS-luciferase reporter, agonist luminescence; normalized to butyrate control. 370,000 compounds, 1.8% hits;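 active means activation above a cutoff set at the mean of all screened compounds plus 3 SD, cut at about 10% in these data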;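 further: 0% = DMSO wells and 100% = sodium butyrate wells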
SMARCA2 act: activators of SMARCA2 function; MG213 cells, MMTV-luciferase reporter, dexamethasone, overnight; activation, % at 9.1 µM; 370,000 compounds, 1% hits; in the data active means activation above about 7.8%;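 further: 0% = vehicle wells and 100% = reference activator wells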
ssDAF12 agonist: activators of S. stercoralis DAF-12 nuclear receptor. HEK293 ssDAF-12/GRIP1 lit1-tk-luc reporter, luminescence; % of 3 µM dafachronic acid response. activation, % at 6.8 µM. 370,000 compounds, 1% hits. AID 652126;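 active means activation above the mean over all tested compounds plus 3 SD, cut at about 0.9% in these data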;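 further: 0% = DMSO-only wells and 100% = 3 µM delta7-dafachronic acid wells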
DAX1 inh-1: inhibitors of DAX1 repression of SF-1 activated StAR promoter; HEK293T StAR-luciferase reporter, SF-1/DAX-1 repression relief; inhibition, % at 6.8 µM; 370,000 compounds, 1.1% hits; AID 652010;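 active means inhibition above the mean over all tested compounds plus 3 SD, cut at about 3.6% in these data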;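 further: 0% = DAX-1 cells with DMSO and 100% = cells lacking DAX-1 with DMSO; higher inhibition means more luminescence from relief of DAX-1 repression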
PLCb3 inh: PLC-beta3 (human) inhibition, primary screen. Q01970. Purified PLC-beta3, fluorogenic substrate, fluorescence. inhibition, % at 12.2 µM. 370,000 compounds, 0.18% hits. AID 720704; in the data active means inhibition above about 11%;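 further: 0% = median of compound wells on plate and 100% = full blocker control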
ADAM17 inh: inhibitors of human ADAM17 | P78536 | recombinant ADAM17, EDANS/DABCYL FRET peptide cleavage | inhibition, % at 6.95 µM | 370,000 compounds, 0.83% hits | AID 720648;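 active means inhibition above the mean of compounds lying between control limits plus 3 SD, set per campaign, cut at about 8.5% in these data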;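 further: 0% = DMSO-only wells as the low control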
Target sequence (P78536 215-824 limits assumed): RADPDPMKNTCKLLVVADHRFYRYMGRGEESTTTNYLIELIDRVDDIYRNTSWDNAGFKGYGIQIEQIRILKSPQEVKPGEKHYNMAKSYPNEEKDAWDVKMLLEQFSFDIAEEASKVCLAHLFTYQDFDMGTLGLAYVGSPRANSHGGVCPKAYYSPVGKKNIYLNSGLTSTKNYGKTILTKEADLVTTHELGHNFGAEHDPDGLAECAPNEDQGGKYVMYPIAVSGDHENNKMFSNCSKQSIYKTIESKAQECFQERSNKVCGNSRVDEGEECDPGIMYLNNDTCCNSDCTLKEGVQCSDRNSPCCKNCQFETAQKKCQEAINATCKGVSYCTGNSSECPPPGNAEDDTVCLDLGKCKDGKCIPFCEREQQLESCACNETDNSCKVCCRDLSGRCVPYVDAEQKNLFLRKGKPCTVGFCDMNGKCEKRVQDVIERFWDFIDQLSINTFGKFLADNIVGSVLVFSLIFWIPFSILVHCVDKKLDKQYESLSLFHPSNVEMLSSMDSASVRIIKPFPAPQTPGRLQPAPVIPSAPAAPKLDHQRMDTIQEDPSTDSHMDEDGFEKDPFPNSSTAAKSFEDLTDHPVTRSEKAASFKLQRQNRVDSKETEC
PLCg1 inh: blocks human PLC-gamma1 enzyme activity | purified PLC-gamma1, fluorogenic substrate, fluorescence | P19174 | inhibition, % at 12.2 µM | 370,000 compounds, 0.84% hits; in the data active means inhibition above about 9.5%
DAX1 inh-2: inhibits human nuclear receptor DAX1; HEK293 Gal4-DAX1 luciferase reporter, luminescence; inhibition, % at 6.75 µM; 340,000 compounds, 0.99% hits; AID 504766;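 active means inhibition above the mean over all tested compounds plus 3 SD, cut at about 4.2% in these data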;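 further: 0% = DAX1-transfected cells with DMSO and 100% = empty-vector control cells with DMSO; inhibition shows as a rise in luminescence from relieved DAX1 repression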
Target sequence (P51843 207-470 limits assumed): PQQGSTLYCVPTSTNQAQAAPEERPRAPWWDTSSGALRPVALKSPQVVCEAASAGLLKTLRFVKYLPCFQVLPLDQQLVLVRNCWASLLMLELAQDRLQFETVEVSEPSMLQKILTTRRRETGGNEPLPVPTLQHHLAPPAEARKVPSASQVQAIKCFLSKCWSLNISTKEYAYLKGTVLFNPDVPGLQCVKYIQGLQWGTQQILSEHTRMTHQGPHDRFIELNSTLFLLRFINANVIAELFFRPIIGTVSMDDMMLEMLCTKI
Rev-erbA mod: modulators of human Rev-erb alpha DNA binding; P20393; Rev-erbα–FITC-DNA binding, fluorescence polarization, 90 min; activity, % at 10 µM; 370,000 compounds, 0.79% hits; AID 1259318;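 active means activity above about 14%, limit read from the data; passing the limit was not always enough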;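 further: 0% = DMSO wells with 35 nM protein and 100% = DMSO wells with 750 nM protein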
* hit, by the source's call; x = no result given.

mol	hcDAF-12 act	MBD2 inh	hgDAF-12 ag	SMARCA2 act	ssDAF12 agonist	DAX1 inh-1	PLCb3 inh	ADAM17 inh	PLCg1 inh	DAX1 inh-2	Rev-erbA mod
CC1(O)c2ccccc2C(=O)N1Cc1ccccc1 (stereo not drawn)	-1.4	0	-1.2	1	-1.9	-0.4	-1	-4	0	-0.7	1
CC1CCN(C(=O)CSc2ccc(-c3ccc4c(c3)OCCO4)nn2)CC1	3.9	2	1.4	3	-1.4	0.1	-9	-4	0	0.6	-4
CC(=O)Nc1ccc(S(=O)(=O)Nc2cccc3cccnc23)cc1	-3.0	6	-0.8	-2	-0.9	-0.6	-62	-2	-63	-0.5	-6
COCCOC(=O)C1=C(C)NC(=S)NC1c1cccs1 (stereo not drawn)	-0.9	0	-3.2	-2	-0.9	-0.2	6	5	4	1.7	3
COc1ccc(/C=C2/SC(c3ccc(C)cc3)=NC2=O)cc1OC	-0.3	1	1.4	0	-0.7	-0.1	-57	-5	-44	2.0	7
CCOc1ccc(NC(=S)NCC(c2cccnc2)N2CCOCC2)cc1 (stereo not drawn)	-1.4	-2	1.0	0	-1.0	0.1	4	-1	2	-0.8	0
CCCCN(CCCC)Cc1cc(=O)oc2ccccc12	2.0	2	1.1	0	-0.6	0.5	-3	-4	-2	x	-1
COc1cc(NC(=O)C2=CC(c3ccc(C)cc3)=NS(=O)(=O)N2C)cc(OC)c1OC	0.1	0	-1.0	-1	-1.8	-0.9	4	6	4	-1.2	-2
OC[C@@H]1CN(CCN2CCOCC2)C[C@H](n2cnc3c(N4CCOCC4)ncnc32)O1	0.5	-4	0.4	1	-1.1	0.0	2	-2	-1	x	-3
Cc1cc(O)c(C(=O)/C=C/c2ccc(C(C)C)cc2)c(=O)o1	8.6*	-2	11*	6	1.1*	2.1	-18	-4	-11	5.7*	11
COc1cc(SC)ccc1C(=O)Nc1nccs1	12*	-4	17*	6	1.3*	4.7*	-11	-1	-7	-0.7	-3
CCc1ccc(CN2CCC(Oc3cc(C(=O)NC4CC4)ccc3OC)CC2)cc1	-1.7	2	-4.3	1	-0.5	0.1	0	-7	1	1.5	-5
O=c1c(CO)cc(CO)cc(CO)c1O	0.1	-2	-3.2	-2	-1.3	0.4	-7	1	2	-0.5	-1
COc1ccc(-c2[nH][nH]c(=O)c2NC(=O)c2ccccn2)cc1	0.1	-6	-4.2	-4	-1.6	-1.2	-1	-9	1	x	4
CCN(CC)C(=O)CSc1nc(O)cc(=O)n1CC	0.6	-3	-1.7	-3	-0.5	-0.4	3	-4	-5	-0.6	0
CCCc1nnc(NC(=O)C2CC(=O)N(C3CCCC3)C2)s1 (stereo not drawn)	1.5	2	0.1	1	-0.2	-0.1	2	-1	1	-0.8	-1
COc1ccccc1C(=O)Nc1ccc(OCC(=O)N2CC(C)CC(C)C2)cc1 (stereo not drawn)	-1.2	3	1.8	5	-1.6	-2.0	-1	2	3	-0.7	-4
COc1ccc(C(=O)C2CCCN(C(=O)c3cc(C)nc(C)n3)C2)cc1OC (stereo not drawn)	-0.9	8	-0.3	-1	-0.7	-0.6	-12	-6	1	-0.6	1
c1coc(Cn2c(SCc3nc4ccccc4[nH]3)nnc2-c2cnccn2)c1	-0.2	-4	-0.1	2	-0.3	-0.9	-35	-16	-27	-1.4	0
O=C(NCCC1=CCCCC1)c1ccc(Cl)c([N+](=O)[O-])c1	-0.4	2	4.8	2	-1.2	0.2	-2	4	0	0.9	-3
COc1ccc(S(=O)(=O)N2CCN(C)CC2)cc1NC(=O)c1ccccc1	0.1	2	-0.9	-2	-1.2	-0.1	-7	0	2	0.6	-5
O=C(c1ccco1)N1CCN(C(=O)c2ccc(COc3ccc(F)cc3)o2)CC1	-2.3	-1	0.9	-4	-1.4	-0.8	1	-2	2	1.4	1
CCOC(=O)N1CCN(CC(O)COC2CC(C)CCC2C(C)C)CC1 (stereo not drawn)	-1.7	5	1.3	-1	-0.8	0.3	1	-1	2	0.6	-3
ON=C(CCc1ccccc1)CCc1ccccc1	-1.0	5	0.7	1	-1.2	0.3	1	-1	0	1.2	2
O=[N+]([O-])c1ccccc1S(=O)(=O)Nc1cccc(-c2ccc(N3CCCC3)nn2)c1	0.6	8	2.8	-1	-0.9	2.0	-2	-2	0	0.3	-3
CCN1CCN(C(=O)c2c(-c3c(F)cccc3Cl)noc2C)CC1	-1.2	1	0.2	3	-1.0	-0.6	3	-1	3	-0.3	-8
CC(=O)C[C@@H](O)CC(=O)[C@H]1OC(=O)[C@@H](C)C/C=C\Cc2ccccc21	0.5	-5	-0.3	3	-0.4	0.6	0	-3	-3	-0.2	-4
O=C(O)c1cc(S(=O)(=O)NCCN2CCNC2=O)ccc1O	0.5	3	-3.2	-3	-1.3	-0.6	-13	-6	2	0.5	-8
Cc1cnc(CNC(=O)CC2C(=O)NCCN2Cc2ccccc2F)cn1 (stereo not drawn)	0.1	2	1.2	4	-1.1	0.2	-15	-8	-8	1.1	-7
CCCN1CCC(NC(=O)CCc2nnc(-c3ccccc3)o2)CC1	-0.8	1	0.8	-2	-0.7	-0.2	1	1	-1	-0.8	-1
Cc1ccccc1-n1c(SCC(=O)NC2CCS(=O)(=O)C2)nc2ccccc2c1=O (stereo not drawn)	-1.2	-3	-1.9	-1	-1.8	-1.6	-3	0	-6	-0.7	6
O=C(NN=C1CCN(Cc2ccccc2)CC1)c1ccccc1O	3.9	-2	5.8	-3	0.0	2.4	-29	-7	-14	0.3	-3
O=C1N/C(=N\c2ccccn2)SC1Cc1ccccc1Cl (stereo not drawn)	-1.7	-4	2.2	-1	-0.6	-0.5	-6	1	-3	-0.8	6
Cc1ccc2c(COC(=O)C3CSC4(C)CCC(=O)N34)cc(=O)oc2c1C (stereo not drawn)	-0.6	-2	-1.9	-3	-1.3	-1.2	-6	-4	-6	0.2	3
Cc1ccc(C(=O)NCC(=O)OC2CCCCC2=O)cc1C (stereo not drawn)	1.8	2	0.6	-2	-0.3	0.9	-1	-3	1	0.7	-3
Cc1ccc(S(=O)(=O)N2CCCCCC2)cc1C(=O)NCc1ccccn1	-1.6	-3	-0.6	-3	-1.2	-0.3	-1	-3	-2	-0.9	-4
CC/C(=N\NC(=O)C1CCCC1)c1cccc(Br)c1	6.8*	-3	7.1	1	1.8*	1.7	-7	2	2	2.1	1
OCCC1CN(Cc2cccc3c2OCO3)CCN1C1CCCC1 (stereo not drawn)	-2.5	-5	-0.2	2	-1.3	-0.7	1	2	0	-0.4	-2
O=C(Cc1csc(NC(=O)Nc2ccc(Cl)cc2)n1)NC1CCCC1	-2.6	4	-2.9	1	-1.1	-2.0	-7	3	6	-1.7	-7
O=c1[nH]cnc(O)c1Nc1cccc(Cl)c1	-0.5	1	-2.0	0	-1.7	-0.1	3	0	5	0.5	-2

Part of the list above, reduced to MBD2 inh.
canonical_smiles	MBD2 inh
Cc1cnc(CNC(=O)CC2C(=O)NCCN2Cc2ccccc2F)cn1 (stereo not drawn)	2
CCCN1CCC(NC(=O)CCc2nnc(-c3ccccc3)o2)CC1	1
Cc1ccccc1-n1c(SCC(=O)NC2CCS(=O)(=O)C2)nc2ccccc2c1=O (stereo not drawn)	-3
O=C(NN=C1CCN(Cc2ccccc2)CC1)c1ccccc1O	-2
O=C1N/C(=N\c2ccccn2)SC1Cc1ccccc1Cl (stereo not drawn)	-4

New compounds follow:
mol	hcDAF-12 act	MBD2 inh	hgDAF-12 ag	SMARCA2 act	ssDAF12 agonist	DAX1 inh-1	PLCb3 inh	ADAM17 inh	PLCg1 inh	DAX1 inh-2	Rev-erbA mod
O=C(NC(NC(=S)Nc1c(Cl)cccc1Cl)C(Cl)(Cl)Cl)c1cccc([N+](=O)[O-])c1 (stereo not drawn)	3.5	0	0.8	-3	-1.5	-0.2	-1	2	5	-2.4	7
CCOC(=O)C1=CCCN(S(=O)(=O)c2ccc(C)cc2)C1	-0.9	-5	-2.4	-3	-1.3	-1.6	-2	-3	0	x	-2
Cc1cccc(C(=O)NN/C=C/C(=O)c2ccccc2)c1	-1.5	-10	4.5	0	0.3	0.6	-4	5	0	1.6	4
O=C(CCCN1C(=O)[C@H]2CC=CC[C@H]2C1=O)NCc1nc(-c2ccccc2)no1	-0.9	4	-0.9	0	-1.1	0.3	-11	-7	-3	-0.3	-4
Cc1ccc(CN(C)C(=O)c2ccc(S(=O)(=O)N(C)c3ccccc3)cc2)o1	-2.2	-6	-4.6	-2	-1.1	0.1	-5	2	2	-2.2	-1
CN(Cc1cccnc1)C(=O)c1cc(COc2ccc3c(c2)CCCC3)on1	-1.8	1	0.9	-1	-0.9	-4.8	-11	2	0	-0.5	-8
Cc1ccc2oc3nc(C)c(C(=O)O)cc3c(=O)c2c1	1.4	3	6.4	-1	-0.5	1.2	-40	-34	-30	1.6	-2
CC(=O)c1ccc(-c2ccc(C(=O)N3CCN(c4ccc(F)cc4)CC3)o2)cc1	-1.5	-2	3.2	-2	-1.6	-0.3	-19	-7	-17	-1.0	-4

High-throughput results as filed in PubChem.
